# TNAP act hi DEA – increases human TNAP activity under high phosphate acceptor concentration; P05186; purified TNAP, CDP-star luminescence, 1 M DEA, 30 min; hits give high values; 0 = EDTA background, 1 = DMSO-only activity; activation factor at 20 µM; 200,000 tested, under 10 active; AID 1136;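 active = activation factor at least 2 at 20 µM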
# Target sequence (P05186 whole entry, looked up): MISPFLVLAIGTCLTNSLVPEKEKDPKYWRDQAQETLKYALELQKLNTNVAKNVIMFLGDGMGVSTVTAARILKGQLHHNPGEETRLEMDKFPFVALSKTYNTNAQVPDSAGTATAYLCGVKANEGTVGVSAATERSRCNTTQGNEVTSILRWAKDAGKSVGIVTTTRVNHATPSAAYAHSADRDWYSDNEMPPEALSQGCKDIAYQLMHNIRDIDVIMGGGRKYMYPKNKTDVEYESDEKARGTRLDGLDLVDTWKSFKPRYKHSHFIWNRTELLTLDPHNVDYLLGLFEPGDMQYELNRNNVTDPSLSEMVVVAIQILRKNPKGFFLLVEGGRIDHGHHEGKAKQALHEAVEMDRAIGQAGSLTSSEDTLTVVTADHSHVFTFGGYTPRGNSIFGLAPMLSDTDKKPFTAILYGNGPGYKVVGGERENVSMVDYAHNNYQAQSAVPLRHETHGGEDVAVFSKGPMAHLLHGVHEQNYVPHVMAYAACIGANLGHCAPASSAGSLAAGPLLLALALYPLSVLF
#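 Assay system: human TNAP; Input: enzyme diluted 1/800 final; Reagent: CDP-star luminogenic substrate at 100 µM final; Timing: 30 min, room temperature; Signal: luminescence; Evaluation: TNAP activation factor scaled between EDTA and DMSO control wells.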
# Diaphorase inh – diaphorase inhibition or chemical oxidation counter-screen; hit rate 0.69% among 190,000; AID 1217; diaphorase resazurin-to-resorufin fluorescence, NADH, 16 min; bacterial (C. kluyveri) enzyme, not human; inhibition, % at 20 µM;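 active = primary screen inhibition at 20 µM above a set limit, cut at about 50% in these data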;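 note: plate controls were DMSO with full reaction for no effect and wells lacking NADH for full effect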
#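 Test system: Clostridium kluyveri diaphorase enzyme / Quantity: diaphorase at 0.14 U/mL in enzyme working solution / Incubation: 16-min room-temperature incubation before reading / Benchmarks: NADH-free wells as positive control, DMSO-only neutral wells / Signal: resorufin fluorescence 544/590 nm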
# PMI act – phosphomannose isomerase (human) activation; P34949; purified human PMI, coupled resazurin fluorescence, 20 min; hits give high values; 1 = vehicle control, 0 substrate-free wells; activation factor at 20 µM; hit rate 0.005% among 190,000; AID 1214;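 active = activation factor of 2 or more at 20 µM, relative to plate controls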
# PMI act hi M6P – activators of human phosphomannose isomerase at near-saturating mannose 6-phosphate; P34949; coupled PMI enzyme assay, resazurin fluorescence, 20 min; hits give high values; 1 = untreated enzyme, 0 = substrate-free blank; activation factor at 20 µM; hit rate 0.34% among 190,000;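 active = activation factor of 2 or more at 20 µM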
#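 Test system: Human PMI in coupled enzyme assay | Input: 15 ng/mL PMI | Medium: HEPES-buffered pH 7.4 with magnesium and detergent | Compound: One concentration, 20 µM, in 1% DMSO | Incubation: Enzyme reaction with compound 20 min at room temperature | Detection: Diaphorase-driven resazurin-to-resorufin fluorescence, excitation 544, emission 590 nm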
# HMGR II inh – blocks class II HMG-CoA reductase of Enterococcus faecalis. purified E. faecalis HMGR, NADPH absorbance 340 nm kinetic. inhibition, % at 10 µM. hit rate 0.41% among 190,000. AID 1066;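 active = inhibition above a set limit, the median over all tested compounds plus 3 SD, cut at about 9.5% in these data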;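 note: enzyme runs in reverse so mevalonate oxidation gives rising NADPH absorbance; 0% = complete reaction with DMSO and 100% = background rate lacking mevalonate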
# TNAP inh noacc – inhibitors of human TNAP without phosphate acceptor. inhibition, % at 20 µM. hit rate 0.26% among 200,000. P05186. purified TNAP, CDP-star luminescence, 30 min. AID 1012;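 active = tissue-nonspecific alkaline phosphatase inhibition above about 50% at 20 µM in the single-dose screen, limit read from the data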;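 note: 0% = DMSO negative control and 100% = EDTA positive control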
# FLuc act counter – firefly luciferase counter-screen for stimulation assays; P08659; ATPlite luciferase biochemical, luminescence, 10 min; 0 = ATP-free wells, 1 = DMSO control; activation factor at 10 µM; 200,000 tested, under 10 active;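 active = luciferase activation factor, scaled between plate controls, of at least 2 with compound at 10 µM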
# Target sequence (P08659 whole entry, looked up): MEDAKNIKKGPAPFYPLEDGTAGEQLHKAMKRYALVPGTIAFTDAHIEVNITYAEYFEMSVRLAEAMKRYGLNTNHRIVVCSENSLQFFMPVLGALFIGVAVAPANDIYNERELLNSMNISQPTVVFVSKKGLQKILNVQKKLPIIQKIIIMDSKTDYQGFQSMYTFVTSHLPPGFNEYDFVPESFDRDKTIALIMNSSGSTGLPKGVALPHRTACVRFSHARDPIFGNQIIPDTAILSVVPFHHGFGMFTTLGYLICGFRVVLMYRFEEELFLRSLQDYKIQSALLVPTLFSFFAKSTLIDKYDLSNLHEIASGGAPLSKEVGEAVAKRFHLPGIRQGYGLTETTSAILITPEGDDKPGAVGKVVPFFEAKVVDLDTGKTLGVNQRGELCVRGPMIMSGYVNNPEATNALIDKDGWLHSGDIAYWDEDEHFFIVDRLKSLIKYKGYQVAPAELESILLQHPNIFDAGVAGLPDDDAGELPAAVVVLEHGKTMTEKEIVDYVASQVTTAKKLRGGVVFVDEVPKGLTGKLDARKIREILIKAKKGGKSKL
#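 System: luciferase plus luciferin reagent, cell-free; medium: PBS as buffer for the ATP substrate; dosing: test compounds dosed from 2 mM stocks in 100% DMSO; timing: 10 min post-reagent at room temperature; measured by: luminescence measurement of luciferase light output; evaluation: luciferase activation, seen as luminescence increase over controls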
# TNAP inh hi DEA – blocks human TNAP under high phosphate acceptor concentration | purified TNAP, CDP-star luminescence, 1 M DEA | inhibition, % at 20 µM | hit rate 0.03% among 200,000 | AID 1135;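 active = over 50% inhibition of tissue-nonspecific alkaline phosphatase at 20 µM in the single-dose screen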;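 note: plate controls were DMSO wells for no effect and EDTA-quenched wells as full inhibition for full effect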
# G6PDH counter – L. mesenteroides G6PDH inhibition counter-screen | Purified L. mesenteroides G6PDH, diaphorase/resazurin coupled fluorescence, 45 min | inhibition, % at 5 µM | hit rate 0.12% among 200,000 | AID 1020; in the data active = inhibition above about 50%
# Diaphorase act – diaphorase activation or chemical reduction counter-screen. Diaphorase/resazurin coupled assay, resorufin fluorescence, 16 min; hits give high values; 1 = vehicle wells, 0 = NADH-free wells. activation factor at 20 µM. hit rate 0.005% among 190,000. AID 1229;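 active = diaphorase activity raised at least twofold by the compound at 20 µM; inactive = activation factor below 2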
#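 Material: purified diaphorase enzyme from Clostridium kluyveri; Also added: 0.114 mM NADH and 0.1 mM resazurin, final amounts; Doses: single compound dose of 20 µM, 1% DMSO final; Times: 16 min enzyme reaction, ambient temperature; Detection: resorufin fluorescence, excitation 544 nm, emission 590 nm; Measure: increased resorufin signal from activators or reducing compounds.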
# Active calls of the source: *; · = not tested or not shown.
SMILES,TNAP act hi DEA,Diaphorase inh,PMI act,PMI act hi M6P,HMGR II inh,TNAP inh noacc,FLuc act counter,TNAP inh hi DEA,G6PDH counter,Diaphorase act
N#CC1=C(N)OC2=C(CC/C2=C\c2ccccc2Cl)C1c1ccccc1Cl (configuration not stated),0.9,18,0.8,0.8,0,-10,1,10,-18,0.8
CC(=O)NC1C(=O)Nc2c1cccc2C(F)(F)F (configuration not stated),1,7,1.3,1.6,-3,-4,1,4,-2,0.9
C=CCNc1nc(-c2sc(NC(=O)CC)nc2C)cs1,1,16,1,0.7,1,-5,1,3,4,0.8
Cc1ccc(S(=O)(=O)N2CCC(C(N)=O)CC2)c(C)c1C,1.1,-6,1,1.1,-2,-10,1,-6,10,1.1
COc1ccc(OC)c(NC(=O)CN2C(=O)c3ccccc3S2(=O)=O)c1,1,7,1.1,1,-4,-6,1,3,11,0.9
CC(=O)c1c[nH]c(C(=O)NCC2CCCO2)c1 (configuration not stated),1,8,0.8,0.8,-2,-10,1,2,-12,0.9
CC1CC(C)CN(c2ccc(C(=O)OCC(=O)NC3CCCc4ccccc43)cc2[N+](=O)[O-])C1 (configuration not stated),1,15,1,0.9,1,2,1.1,1,2,0.8
O=C(c1ccccc1F)N1CCN(Cc2ccccc2F)CC1,1,10,0.9,1,-5,-6,1,0,3,0.9
Cc1ccccc1S(=O)(=O)Cc1ccc(C(=O)N2CCN(c3ncccn3)CC2)o1,1,12,0.9,0.9,-3,-8,1.1,-3,2,0.9
CCOCCCNC(=O)CCCOc1ccccc1,1.1,11,1,1,-4,-16,1.1,-7,2,0.9
C#Cc1ccc([C@@H]2C=C(C(=O)O)O[C@H](OCCCCO)C2)cc1,1,15,1,0.8,-2,-9,1,-3,-7,0.8
CCC(=O)Nc1cccc(-c2nc3ccccc3o2)c1,1,7,0.9,1,-8,-12,1,0,12,0.9
COc1ccc(CCNCC(=O)N2C(C)CCCC2C)cc1OC (configuration not stated),1,15,0.8,1,-1,-10,1.1,-5,-2,0.9
O=C1CC(c2ccc(F)cc2)Sc2ccccc2N1 (configuration not stated),1,23,0.9,0.9,-8,-3,1,1,2,0.8
COc1ccccc1N1C[C@@H]2C[C@@H](c3ccco3)N3CCC[C@@]23C1=O,0.9,-4,0.9,1,-1,-10,1,11,6,1
CCOC(=O)c1[nH]c(C)c(C(=O)NC2CCCCC2)c1C,1.1,-2,1.1,1.1,-7,-10,1,-5,5,1
Cc1cccc2cc(CN(CCCO)C(=O)Nc3ccccc3Cl)c(=O)[nH]c12,1,11,0.9,0.9,-2,-10,1,-3,-5,0.9
COc1cccc(C(=O)OCCCN(C)C)c1,1,2,1.1,1.1,2,-5,1,3,4,1
CC1CC(C)CN(C(=O)Cn2c(=O)n(CCCCC(=O)NC3CCCC3)c(=O)c3ccccc32)C1 (configuration not stated),1,17,0.9,0.9,0,-10,1.1,-2,2,0.8
Cc1ccc(N(CC(=O)N/N=C/c2cccnc2)S(=O)(=O)c2ccccc2)cc1,0.9,-7,1.1,1,-7,-2,0.9,6,-7,1.1
NNC(=O)COc1ccc(F)cc1,1,18,0.8,1,1,-13,1,-2,-9,0.8
CCOC(=O)C1CCCN(Cc2nc(N)nc(Nc3ccccc3OC)n2)C1 (configuration not stated),1,-1,1,1.1,-6,-6,1.1,-2,-8,1
COc1ccccc1N1CCN(C(c2ccccc2Cl)c2nnnn2C(C)(C)C)CC1 (configuration not stated),1,12,0.9,1,-5,-6,1.1,-4,-1,0.9
CCCSC1=C(C#N)C(c2ccc(Cl)cc2Cl)CC(=O)N1 (configuration not stated),1.1,11,0.9,1,3,-5,1,-5,11,0.9
COCCn1c(SCc2ccccc2Cl)nc2c1c(=O)[nH]c(=O)n2C,1,14,0.9,0.9,-2,-2,1,2,11,0.9
# (next part)
SMILES,TNAP act hi DEA,Diaphorase inh,PMI act,PMI act hi M6P,HMGR II inh,TNAP inh noacc,FLuc act counter,TNAP inh hi DEA,G6PDH counter,Diaphorase act
Fc1ccc(NC(=S)N/N=C/c2cccc(Br)c2)c(F)c1,1.1,8,1,1,4,-15,1,-10,-8,0.9
COCCNC(=O)c1ccccc1NC(=O)c1ccc(OC)c(OC)c1,1,16,0.9,1,-6,-11,1,-4,1,0.8
O=C(O)c1ccc(-n2c(=O)c3ccccc3c3ccccc3c2=O)cc1,1,-5,1.1,1.1,9,-5,1,-4,12,1.1
CCC(=O)Nc1c(C)ccc2nsnc12,1.1,18,1,1,2,-12,1.1,-8,2,0.8
O=C1CCCC(O)=C1C=Nc1cccc(C(F)(F)F)c1,1,14,1.3,1.2,-4,-7,1.1,-1,9,0.9
C=CCSc1nnc(NC(=O)c2nc(SCC)ncc2Cl)s1,1.1,3,1.1,1.1,-3,-22,1,-5,4,1
Cc1cc(-c2cc(N)n(-c3ccccc3)n2)c(C)n1C1CCCC1,1,16,0.9,0.8,-4,-7,0.8,0,8,0.8
c1ccc2c(-n3cnnn3)cccc2c1,1,1,1,1,2,1,1.1,-4,9,1
O=C(NC(=S)N1CCN(c2ccc(F)cc2)CC1)c1cccs1,1.1,31,0.9,0.9,-4,-8,1.1,-9,9,0.7
Cc1cccc2cc3c(nc12)SC(=NCC1CCCO1)N(Cc1ccco1)C3 (configuration not stated),1,33,0.9,1.1,-6,-7,1,1,6,0.7
CCOc1ccc(N2C(=O)CC(N3CC(C)OC(C)C3)C2=O)cc1 (configuration not stated),1.1,-1,1,1,-3,-4,1.1,-5,-6,1
O=C(c1ccc2c(c1)OCO2)N(c1ccccc1)C1C=CS(=O)(=O)C1 (configuration not stated),1,8,1,1,-1,-7,1.1,-2,1,0.9
O=C(NC1CCCC1)c1cnc2n(c1=O)CCS2,1.1,-18,1,1,-8,-5,1.1,-7,6,1.2
COC(=O)c1cc(C(=O)Nc2nnc(CC(C)C)s2)cc([N+](=O)[O-])c1,1,11,1.1,1,4,-7,1,-5,-2,0.9
Cc1ccc(-c2nnc(SCC(=O)N3CCOCC3)nc2-c2ccc(C)cc2)cc1,1,7,1,1,-12,-4,1,0,4,0.9
O=C(COC(=O)Cc1ccsc1)NCc1ccccc1,1,7,0.9,1,-1,19,1.2,-1,-10,0.9
Nc1nc(SCC(=O)c2cc3ccccc3o2)n[nH]1,1,4,1,1,1,-16,1,2,18,1
COc1cc2[nH]c(=S)n(C3CCN(Cc4ccccc4)CC3)c(=O)c2cc1OC,1,20,1,1,-5,-10,1.1,-4,-4,0.8
COc1ccc(C(=O)C2CCCN(C(=O)c3cc(C)nc(C)n3)C2)cc1OC (configuration not stated),1,-7,1.1,1.1,-5,-6,1,-3,6,1.1
Cc1ccc(-c2nnn(CC(=O)N(Cc3cccs3)C(C(=O)NC(C)(C)C)c3ccc(C)o3)n2)o1 (configuration not stated),1,11,1,1,-2,8,1.1,2,-1,0.9
CCCCC(=O)N1CCCC(C(=O)OCC)C1 (configuration not stated),1,0,1,1.1,1,-1,1.1,-1,11,1
COCc1nnc(NC(=O)c2ccc(S(=O)(=O)N(CC(C)C)CC(C)C)cc2)o1,1,-5,1.3,1.4,-2,-7,1.1,-3,6,1
Cn1c(=O)c2[nH]c(N3CCN(c4ccccn4)CC3)nc2n(C)c1=O,1,-3,0.9,0.9,-5,-7,1,-2,16,1
O=C(c1cc2n(n1)C(C(F)(F)F)CC(c1ccco1)N2)N1CCc2ccccc2C1 (configuration not stated),1,19,0.8,0.9,-3,-6,1.1,-2,0,0.8
Cc1ccc(-c2csc(N(CCCN(C)C)C(=O)c3ccco3)n2)cc1,1,·,·,·,0,-2,1.1,-1,14,·
# Next section
SMILES,TNAP act hi DEA,Diaphorase inh,PMI act,PMI act hi M6P,HMGR II inh,TNAP inh noacc,FLuc act counter,TNAP inh hi DEA,G6PDH counter,Diaphorase act
CCOCC(=O)Nc1ccc(F)c(F)c1,1,-5,0.9,1,-4,-10,1,-3,4,1.1
CN1CCNC(=O)C1CC(=O)O (configuration not stated),1,2,1.2,1.1,-3,-3,1,-2,8,1
CCOC(=O)C(C)Oc1ccccc1C1NC(=O)NC(C)=C1C(=O)Nc1ccc(C)c(C)c1 (configuration not stated),1,2,0.9,1,1,-5,1,1,-10,1
Cc1ccc(CN2CCN(CC3CC4C=CC3C4)CC2)cc1 (configuration not stated),1.1,11,0.9,1,-4,-8,1,-8,12,0.9
CCN(CC)CCN1C(=O)C(O)=C(C(=O)c2ccco2)C1c1ccccn1 (configuration not stated),1.1,60*,1.4,1.6,2,-8,1.1,-6,10,0.4
CC(C)N(C(=O)COC(=O)[C@H](C)NC(=O)c1ccco1)c1ccccc1,1.1,12,1,1,-5,-11,1,-5,2,0.9
CCn1ncc(C2=NOC(C(=O)N3CCC(C(N)=O)CC3)C2)c1C (configuration not stated),1.1,-6,1,0.9,0,-14,1,-5,2,1.1
Cc1cc(C)cc(NC(=O)c2ccc(Cn3nc(C)c(Cl)c3C)o2)c1,1,23,0.8,0.8,-7,-6,1,-2,1,0.8
CC(=O)n1nc(-c2ccco2)nc1SCc1ccccc1,1,15,1,1.1,0,3,0.8,2,0,0.9
CCc1nnc2c3cnn(-c4ccccc4)c3ncn12,1,-8,1,1.1,0,53*,0.7,4,5,1.1

# Among those listed so far, 3 have a COOH group:
SMILES,TNAP act hi DEA,Diaphorase inh,PMI act,PMI act hi M6P,HMGR II inh,TNAP inh noacc,FLuc act counter,TNAP inh hi DEA,G6PDH counter,Diaphorase act
C#Cc1ccc([C@@H]2C=C(C(=O)O)O[C@H](OCCCCO)C2)cc1,1,15,1,0.8,-2,-9,1,-3,-7,0.8
O=C(O)c1ccc(-n2c(=O)c3ccccc3c3ccccc3c2=O)cc1,1,-5,1.1,1.1,9,-5,1,-4,12,1.1
CN1CCNC(=O)C1CC(=O)O (configuration not stated),1,2,1.2,1.1,-3,-3,1,-2,8,1

# Complete entries, quoted from the list. Screens in order: TNAP act hi DEA	Diaphorase inh	PMI act	PMI act hi M6P	HMGR II inh	TNAP inh noacc	FLuc act counter	TNAP inh hi DEA	G6PDH counter	Diaphorase act
# Listed for CC(=O)n1nc(-c2ccco2)nc1SCc1ccccc1 = 1	15	1	1.1	0	3	0.8	2	0	0.9
# Listed for CCn1ncc(C2=NOC(C(=O)N3CCC(C(N)=O)CC3)C2)c1C (configuration not stated) = 1.1	-6	1	0.9	0	-14	1	-5	2	1.1
# Listed for Cc1ccc(CN2CCN(CC3CC4C=CC3C4)CC2)cc1 (configuration not stated) = 1.1	11	0.9	1	-4	-8	1	-8	12	0.9
# Listed for CN1CCNC(=O)C1CC(=O)O (configuration not stated) = 1	2	1.2	1.1	-3	-3	1	-2	8	1

# Compound activity: PubChem BioAssay, several laboratories
